BLM helicase inh = qHTS Assay for Inhibitors of Bloom's syndrome helicase (BLM). RecQ-like DNA helicase BLM (Homo sapiens), P54132. recombinant BLM DNA unwinding, fluorescence dequenching. Potency, µM (series often up to 56.1 µM), for inactives: at the top dose activity change, negative = inhibition, usual class: inhibitors. 350,000 tested, 0.2% active;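 note: plate controls were vehicle for no effect and no enzyme for full effect; nearly all actives have a fitted effect of over 35% in size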
Pol kappa inh = qHTS for Inhibitors of Polymerase Kappa; DNA polymerase kappa (Homo sapiens), Q9UBT6; purified Pol kappa, fluorescent DNA synthesis assay, 10 min; Potency, µM (doses to about 107 µM), without a hit: top-dose activity, negative = inhibition, most hits filed as inhibitors; 400,000 tested, 0.53% active
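Inhibition of 10 nM Pol kappa is measured by a fluorescent read-out at 0 and 10 min following addition of 50 nM substrate (final), with a 15-min room-temperature compound preincubation.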
G9a inh = qHTS Assay for Inhibitors of Histone Lysine Methyltransferase G9a | G9a H3K9 monomethylation, AlphaScreen, 2 h | Potency, µM (titrated, usually from 102 µM), for inactives: top-dose activity, negative = inhibition, most hits filed as inhibitors | 350,000 tested, 8.8% active; note: nearly all actives have a fitted effect of over 75% in size
Target sequence (Q96KQ7 913-1193 limits assumed): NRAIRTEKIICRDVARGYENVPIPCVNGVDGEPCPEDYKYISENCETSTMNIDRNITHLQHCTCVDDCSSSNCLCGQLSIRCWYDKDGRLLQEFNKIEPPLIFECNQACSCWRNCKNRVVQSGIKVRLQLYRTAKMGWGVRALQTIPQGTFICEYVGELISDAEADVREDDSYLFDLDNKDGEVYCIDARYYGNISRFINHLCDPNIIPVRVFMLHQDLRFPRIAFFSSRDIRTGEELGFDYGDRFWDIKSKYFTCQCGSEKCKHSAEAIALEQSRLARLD
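Signal arises when biotinylated H3K9 peptide, once monomethylated, bridges streptavidin donor and antibody-captured acceptor beads. Enzyme at 20 nM was preincubated 15 min with test compounds; peptide 500 nM and SAM 20 uM then reacted for 2 h.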
APEX1 inh = qHTS Assay for Inhibitors of the Human Apurinic/apyrimidinic Endonuclease 1 (APE1). DNA repair nuclease/redox regulator APEX1 (Homo sapiens), P27695. recombinant APE1, TAMRA/BHQ-2 abasic DNA cleavage fluorescence. Potency, µM (titrated, usually from 65.8 µM), inactives show at the top dose activity change, negative = inhibition, hits mostly inhibitors. 350,000 tested, 0.35% active;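 note: plate controls were vehicle for no effect and reference inhibitor for full effect; nearly all actives have a fitted effect of over 55% in size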
Target sequence (P27695 whole entry, looked up): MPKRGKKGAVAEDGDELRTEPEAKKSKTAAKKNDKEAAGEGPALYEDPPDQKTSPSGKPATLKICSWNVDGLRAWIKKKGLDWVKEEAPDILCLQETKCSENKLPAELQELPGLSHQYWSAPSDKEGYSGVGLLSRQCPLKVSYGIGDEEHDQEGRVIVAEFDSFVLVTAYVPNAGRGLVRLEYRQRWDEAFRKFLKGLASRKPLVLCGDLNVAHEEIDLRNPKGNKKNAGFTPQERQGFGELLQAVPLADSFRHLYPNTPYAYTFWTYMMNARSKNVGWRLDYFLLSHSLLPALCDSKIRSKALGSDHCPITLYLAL
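Incision of a quenched TAMRA/BHQ-2 THF abasic-site duplex (50 nM) by 0.75 nM APE1, after 15 min compound preincubation, measured as fluorescence increase over three 60 s reads. Values normalized to buffer, DMSO and NSC13755 control wells.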
Starred values were filed as active, the others as inactive; ? = inconclusive; nt = no result given; [ ] = remark or other dose. Calls come from the whole dose curve; as a rule, active = well fitted curve in the direction sought with a large enough effect; inconclusive = small, poorly fitted or top-dose-only effect, or another doubt; inactive = no such curve, though single readings can be large; an effect the other way counts as inactive or inconclusive. Unless noted, % is set by controls: 0 for no effect and ±100 for the full control effect; potency is the fitted concentration of half-maximal effect.

entry	mol	APEX1 inh	BLM helicase inh	G9a inh	Pol kappa inh
1	CSc1nc(N)c2ncn([C@@H]3O[C@H](COP(=O)(O)OP(=O)(O)O)C(O)[C@H]3O)c2n1 (stereo partly specified)	nt	nt	9.5µM*	-7%[60.1 µM]
2	OCC1O[C@H]([S-])[C@H](O)[C@@H](O)[C@@H]1O.[Au+] (stereo partly specified)	nt	nt	0.21µM*	5.3µM*
3	CC(=O)/C=C1\C(=O)N(C)c2ccccc21	nt	nt	8.9µM*	-3%[60.1 µM]
4	COC(=O)C1=CO[C@@H](O)[C@@H]2C(CO)=CC[C@H]12	nt	nt	1%[59 µM]	1%[60.1 µM]
5	OC(CCN1CCCCC1)(c1ccccc1)C1CC2C=CC1C2 (stereo unspecified)	nt	nt	?	-2%[60.1 µM]
6	C[C@@H](O)[C@H]1C(=O)N2C(C(=O)O)=C(SCCN=CN)C[C@H]12	0%[21 µM]	nt	?	-8%[60.1 µM]
7	Cc1onc(-c2c(F)cccc2Cl)c1C(=O)NC1C(=O)N2C1SC(C)(C)C2C(=O)O (stereo unspecified)	nt	6%	23%[59 µM]	-1%[60.1 µM]
8	Cc1ccccn1	nt	0%	-3%[12.7 µM]	2%[19.4 µM]
9	CC12CCC(C1)C(C)(C)C2=O (stereo unspecified)	nt	2%	20%[59 µM]	-6%[60.1 µM]
10	CCCCCCCCCCCC(=O)N(CCO)CCO	nt	3%	-4%[12.7 µM]	4%[19.4 µM]
11	OCC(O)CS (stereo unspecified)	nt	-13%	19%[59 µM]	-2%[60.1 µM]
12	O=C(O)C1=C(CSc2nnnn2CS(=O)(=O)O)CS[C@@H]2[C@H](NC(=O)[C@H](O)c3ccccc3)C(=O)N12	nt	-10%	?	?
13	CCCOc1ccc2nc(NC(=O)OC)sc2c1	nt	-3%	-22%[59 µM]	-18%[60.1 µM]
14	O=C(O)c1nc(=O)[nH]c(=O)[nH]1	nt	2%	24%[59 µM]	-7%[60.1 µM]
15	CCN(CC)C(=O)[C@@]1(c2ccccc2)C[C@@H]1CN	nt	-11%	9%[12.7 µM]	2%[19.4 µM]
16	NC(=O)OC[C@@H]1[C@H](NC(=O)/C(=N/OCC(=O)O)c2csc(N)n2)C(=O)N1S(=O)(=O)O	nt	-9%	2%[12.7 µM]	8%[19.4 µM]

3 compounds from above, sorted by the number in BLM helicase inh, descending.
nr | Structure | BLM helicase inh
10 | CCCCCCCCCCCC(=O)N(CCO)CCO | 3%
16 | NC(=O)OC[C@@H]1[C@H](NC(=O)/C(=N/OCC(=O)O)c2csc(N)n2)C(=O)N1S(=O)(=O)O | -9%
12 | O=C(O)C1=C(CSc2nnnn2CS(=O)(=O)O)CS[C@@H]2[C@H](NC(=O)[C@H](O)c3ccccc3)C(=O)N12 | -10%

The list goes on:
entry	mol	APEX1 inh	BLM helicase inh	G9a inh	Pol kappa inh
17	CCOc1ccc(NC(=O)CC(C)O)cc1 (stereo unspecified)	nt	7%	21%[59 µM]	-6%[60.1 µM]
18	CO/N=C(/C(=O)N[C@@H]1C(=O)N2C(C(=O)O)=C(CSc3cnns3)CS[C@H]12)c1csc(N)n1	nt	2%	?	1%[19.4 µM]
19	CC(C)C(NC(=O)C(CC(=O)O)NC(=O)C(CCCCN)NC(=O)C(N)CCCN=C(N)N)C(=O)NC(Cc1ccc(O)cc1)C(=O)O (stereo unspecified)	nt	3%	10%[12.7 µM]	-4%[19.4 µM]
20	CCCCCCCCCCCCCCCCC(C(=O)O)C(O)(CC(=O)O)C(=O)O (stereo unspecified)	nt	?	-40%[12.7 µM]	?
21	CC1C(=O)CC2C3(C)CCC2(C(C)C(=O)O)C(=O)C13 (stereo unspecified)	nt	1%	-6%[12.7 µM]	0%[19.4 µM]
22	CNC[C@@H](O)[C@@H](O)[C@H](O)[C@H](O)CO	nt	2%	14%[59 µM]	2%[60.1 µM]
23	N[C@@H](CSCCCO)C(=O)O	nt	-2%	5%[59 µM]	-14%[60.1 µM]
24	CCOCCn1c(N2CCCN(C)CC2)nc2ccccc21	nt	2%	3%[12.7 µM]	2%[19.4 µM]
25	CCOc1ccccc1O[C@@H](c1ccccc1)[C@@H]1CNCCO1	nt	3%	-28%[12.7 µM]	1%[19.4 µM]
26	C=C(c1ccc(C(=O)O)cc1)c1cc2c(cc1C)C(C)(C)CCC2(C)C	nt	?	-9%[12.7 µM]	-10%[19.4 µM]
27	COc1ccc(C(=O)CCC(=O)O)c2ccccc12	nt	2%	-1%[12.7 µM]	-5%[19.4 µM]
28	CCC(=O)O[C@@H](OP(=O)(CCCCc1ccccc1)CC(=O)N1C[C@H](C2CCCCC2)C[C@H]1C(=O)O)C(C)C (stereo partly specified)	nt	1%	-10%[12.7 µM]	1%[19.4 µM]
29	CCOC(=O)c1cccnc1	nt	4%	16%[59 µM]	-10%[60.1 µM]
30	Cc1ccc(C(C)(C)c2ccc(C)cc2)cc1	nt	-6%	16%[12.7 µM]	4%[19.4 µM]
31	CC(C)=CCC/C(C)=C/C=C/C(C)=C/C=C/C(C)=C/C=C/C=C(C)/C=C/C=C(C)/C=C/C=C(\C)CCC=C(C)C	nt	-29%	20µM*	?
32	O=C(O)CCNC(=O)c1ccc(N=Nc2ccc(O)c(C(=O)O)c2)cc1	nt	1%	13%[59 µM]	3%[60.1 µM]
33	O=C(O)COc1ccc(CCNS(=O)(=O)c2ccccc2)s1	nt	1%	?	?
34	Oc1ccc(Cl)c2c1CCC2	nt	-5%	5%[12.7 µM]	3%[19.4 µM]
35	COC(=O)[C@H]1[C@H]2C[C@@H]3c4[nH]c5ccccc5c4CCN3C[C@H]2C[C@@H](OC(=O)c2cc(OC)c(OC)c(OC)c2)[C@@H]1OC	nt	-19%	?	?
36	Cc1cc(O)c2ccccc2c1O	nt	-8%	?	-11%[60.1 µM]
37	C[C@H](CCC(=O)O)[C@H]1CC[C@@H]2[C@H]3[C@@H](C[C@@H](O)[C@]21C)[C@]1(C)CC[C@H](O)C[C@@H]1C[C@@H]3O	nt	-4%	-2%[59 µM]	-20%[60.1 µM]
38	Nc1c(CC(=O)O)cccc1C(=O)c1ccc(Br)cc1	nt	0%	12%[59 µM]	5%[60.1 µM]
39	C=C(CC[C@@H](C)[C@H]1CCC2[C@]1(C)CC[C@]13C[C@@]14CCC(OC(=O)/C=C/c1ccc(O)c(OC)c1)C(C)(C)[C@@H]4CC[C@@]23C)C(C)C (stereo partly specified)	nt	-4%	-42%[12.7 µM]	-6%[19.4 µM]
40	O=C(COc1ccc(Cl)cc1)OCCNC12CC3CC(CC(C3)C1)C2	nt	4%	6%[12.7 µM]	0%[19.4 µM]

Sorted by molecular weight (lowest first): part of the list above
entry	mol	APEX1 inh	BLM helicase inh	G9a inh	Pol kappa inh
30	Cc1ccc(C(C)(C)c2ccc(C)cc2)cc1	nt	-6%	16%[12.7 µM]	4%[19.4 µM]
24	CCOCCn1c(N2CCCN(C)CC2)nc2ccccc21	nt	2%	3%[12.7 µM]	2%[19.4 µM]
2	OCC1O[C@H]([S-])[C@H](O)[C@@H](O)[C@@H]1O.[Au+] (stereo partly specified)	nt	nt	0.21µM*	5.3µM*
19	CC(C)C(NC(=O)C(CC(=O)O)NC(=O)C(CCCCN)NC(=O)C(N)CCCN=C(N)N)C(=O)NC(Cc1ccc(O)cc1)C(=O)O (stereo unspecified)	nt	3%	10%[12.7 µM]	-4%[19.4 µM]

The list continues:
entry	mol	APEX1 inh	BLM helicase inh	G9a inh	Pol kappa inh
41	O=C(OC1C[C@H]2CC[C@@H](C1)[N+]21CCCC1)C(O)(c1ccccc1)c1ccccc1 (stereo partly specified)	nt	4%	9%[12.7 µM]	2%[19.4 µM]
42	CC(=O)N/N=C/c1ccc([N+](=O)[O-])o1	nt	4%	-16%[12.7 µM]	-8%[19.4 µM]
43	COc1cc(/C=C/C(=O)N2CCN(CC(=O)N3CCCC3)CC2)cc(OC)c1OC	nt	-2%	-30%[12.7 µM]	3%[19.4 µM]
44	Clc1cc(Cl)c(OCC#CI)cc1Cl	nt	2%	-6%[12.7 µM]	1%[19.4 µM]
45	CCCCCCCCCCCCCC(=O)OC(C)C	nt	-2%	-2%[59 µM]	-9%[60.1 µM]
46	NC(=O)Oc1ccc(Cc2ccccc2)cc1	nt	-2%	2%[12.7 µM]	-7%[19.4 µM]
47	CC1(C)CCC(C)(C)c2cc(NC(=O)c3ccc(C(=O)O)cc3)ccc21	nt	-3%	-12%[12.7 µM]	1%[19.4 µM]
48	O=P(O)(O)OP(=O)(O)OP(=O)(O)O	nt	5%	23%[59 µM]	-1%[60.1 µM]

Structural class: those above containing a Cl atom
entry	mol	APEX1 inh	BLM helicase inh	G9a inh	Pol kappa inh
7	Cc1onc(-c2c(F)cccc2Cl)c1C(=O)NC1C(=O)N2C1SC(C)(C)C2C(=O)O (stereo unspecified)	nt	6%	23%[59 µM]	-1%[60.1 µM]
34	Oc1ccc(Cl)c2c1CCC2	nt	-5%	5%[12.7 µM]	3%[19.4 µM]
40	O=C(COc1ccc(Cl)cc1)OCCNC12CC3CC(CC(C3)C1)C2	nt	4%	6%[12.7 µM]	0%[19.4 µM]
44	Clc1cc(Cl)c(OCC#CI)cc1Cl	nt	2%	-6%[12.7 µM]	1%[19.4 µM]

Next part:
entry	mol	APEX1 inh	BLM helicase inh	G9a inh	Pol kappa inh
49	C[S+](C)CC[C@H](N)C(=O)O	nt	3%	-11%[12.7 µM]	7%[19.4 µM]
50	CC(C)[N+](C)(C)CC(O)COc1cccc2ccccc12 (stereo unspecified)	nt	2%	?	-5%[19.4 µM]
51	N=C(N)n1cccn1	nt	1%	?	4%[19.4 µM]
52	CC(=O)c1ccc2c(c1)N(CCCN1CCN(CCO)CC1)c1ccccc1S2	nt	16%	?	1%[19.4 µM]
53	CC(C)(C)NC[C@@H](O)c1ccc(O)c(CO)n1	nt	-10%	-4%[59 µM]	-4%[60.1 µM]
54	CC(C)c1cc2c(cc1S(=O)(=O)O)[C@@]1(C)CCC[C@@](C)(C(=O)O)[C@@H]1CC2	nt	-1%	-47%[12.7 µM]	-8%[19.4 µM]
55	NC(=O)[C@@H]1CSSCCC(=O)N[C@@H](CCCCN=C(N)N)C(=O)NCC(=O)N[C@@H](CC(=O)O)C(=O)N[C@@H](Cc2c[nH]c3ccccc23)C(=O)N2CCC[C@H]2C(=O)N1	nt	2%	-30%[12.7 µM]	9%[19.4 µM]
56	O=P(O)(O)OC[C@H](O)CO	nt	-13%	25%[59 µM]	-3%[60.1 µM]
57	CC(=O)Nc1ccc(NC(=S)NC(=O)c2ccc(C(C)(C)C)cc2)cc1	nt	-11%	-49%[12.7 µM]	-3%[19.4 µM]
58	Cn1cc(O)nc1NC(=O)Nc1cccc(Cl)c1	nt	-1%	-34%[2.33 µM]	7%[19.4 µM]
59	CCC(C(=O)NC(N)=O)c1ccccc1 (stereo unspecified)	nt	-9%	-11%[12.7 µM]	8%[19.4 µM]
60	[O]=[Bi][O]C(=O)[O][Bi]=[O]	nt	1%	?	1%[60.1 µM]
61	OCC(CO)NC1C[C@](O)(CO)[C@@H](O)[C@H](O)[C@H]1O (stereo partly specified)	nt	1%	19%[59 µM]	-4%[60.1 µM]
62	CCC1NC(=O)C(NC(=O)c2ncccc2O)C(C)OC(=O)C(c2ccccc2)NC(=O)C2CC(=O)CCN2C(=O)C(Cc2ccccc2)N(C)C(=O)C2CCCN2C1=O (stereo unspecified)	nt	-2%	-31%[2.33 µM]	4%[19.4 µM]
63	O=C1N=C2SCCN2C(=O)C1Cc1ccc(Cl)cc1 (stereo unspecified)	nt	2%	-36%[12.7 µM]	-5%[19.4 µM]
64	C=CC(=O)O	nt	6%	?	3%[60.1 µM]
65	CC1(C)[C@@H]2CC[C@]1(C)[C@@H](OC(=O)CSC#N)C2	nt	6%	19%[59 µM]	-9%[60.1 µM]
66	CCN(C)C(=O)Oc1cccc([C@H](C)N(C)C)c1	nt	0%	-1%[12.7 µM]	-2%[19.4 µM]
67	Cc1ccc(S(=O)(=O)NC(=O)NC2CCCC2)cc1	nt	2%	-32%[12.7 µM]	8%[19.4 µM]
68	Oc1cc(O)cc(O)c1	nt	-9%	12%[59 µM]	?
69	CCC(=O)c1ccc2c(c1)N(CCCN1CCN(CCO)CC1)c1ccccc1S2	nt	-4%	?	0%[19.4 µM]

High-throughput results deposited in PubChem BioAssay by National Center for Advancing Translational Sciences (NCATS).

This is a subset. The share of hits here may be higher or lower than overall.
